Screening data from PubChem.
PKA-R2B activ: activators of PKA-R2B holoenzyme, primary screen, biochemical, fluorescence polarization, Cy5-IP20, human; actives 0.079% (n = 340,000); cAMP-dependent protein kinase catalytic subunit beta (Homo sapiens) + cAMP-dependent …; activation, % at 11.4 µM; PKA-R2B holoenzyme dissociation; R2B truncated from residue 108, S112A mutant; 0% DMSO only, 100% 113 µM cGMP; AID 504700, 2011;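 active = activation above a cutoff set at the mean over all compounds plus 3 SD, cut at about 18% in these data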;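 also: higher means more holoenzyme dissociation and a rise in polarization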
Target sequence (P31323 whole entry, looked up, other chains not shown, the tested form may be a part): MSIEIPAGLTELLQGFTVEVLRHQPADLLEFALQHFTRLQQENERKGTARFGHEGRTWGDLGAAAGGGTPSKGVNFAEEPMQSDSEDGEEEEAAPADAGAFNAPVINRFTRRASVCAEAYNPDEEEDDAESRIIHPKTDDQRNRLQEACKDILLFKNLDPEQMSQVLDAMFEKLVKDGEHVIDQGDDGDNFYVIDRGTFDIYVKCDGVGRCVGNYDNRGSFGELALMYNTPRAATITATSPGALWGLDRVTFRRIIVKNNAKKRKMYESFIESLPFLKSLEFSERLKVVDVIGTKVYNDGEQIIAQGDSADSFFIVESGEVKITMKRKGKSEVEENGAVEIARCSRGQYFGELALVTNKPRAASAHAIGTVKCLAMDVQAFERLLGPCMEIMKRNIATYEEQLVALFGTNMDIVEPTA
Mot1-301 SUMO: yeast Mot1-301 growth rescue at high temperature, primary screen, SUMOylation pathway inhibitor project, S. cerevisiae, ATP luminescence, 38.5C; AID 2716, 2010; S. cerevisiae Mot1-301 growth rescue; percent above DMSO median, 100 means doubled; growth rescue, % at 18.8 µM; actives 1% (n = 320,000);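 active = every valid replicate shows activation above 250% relative to neutral control wells; inactive = the rest, any valid replicate at or below 250%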;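 also: OY570 slx delta 5 strain wells were the positive control but not used for scaling; some compounds called inactive have numbers as strong as hits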
MITF TRPM1 HTS: activators of MITF-driven TRPM1 promoter reporter, primary screen, cell-based, SK-MEL-5, luciferase, single point | SK-MEL-5 TRPM1-promoter luciferase, 24 h; % of positive control, neutral wells = 0 | activation, % at 12.5 µM | actives 0.75% (n = 300,000) | AID 588334, 2011;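 active = mean activation of at least 80% with every replicate also reaching 80%; inconclusive = mean reaches 80% but some replicate falls short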;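 also: 0% = neutral control wells and 100% = parthenolide positive control wells; values of inactives mirror those of a sister screen read the other way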
SR-BI DiI inh: inhibitors of SR-BI mediated HDL lipid uptake, primary screen, ldlA[mSR-BI] cells, fluorescence, single point; actives 0.96% (n = 320,000); AID 488896, 2010; Scavenger receptor class B member 1 (Mus musculus), Q61009; inhibition, % at 12.5 µM; ldlA[mSR-BI] CHO cells, DiI-HDL uptake fluorescence, 3 h;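 active = mean replicate inhibition of at least 70% and a set share of replicates each scoring 70 or more; inconclusive = meets just one of the two criteria; inactive = fails both criteria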;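 also: 0% = median of neutral control wells and 100% = median of positive control wells; values of inactives mirror those of a sister screen read the other way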
CDK5 p35 inh: inhibitors of human CDK5/p35 kinase, primary screen, biochemical, single concentration | Recombinant CDK5/p35, ADP-Glo luminescence, 60 min | inhibition, % at 10 µM | actives 0.01% (n = 330,000) | AID 488839, 2010;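 active = highest replicate inhibition of at least 50% and at least 75% of replicates reaching 50%; inconclusive = only one of the two criteria met; inactive = both criteria failed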;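 also: plate controls were DMSO neutral control for no effect and GW8510 at 10 µM for full effect; many of its hits are not listed in these tables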
Pemphigus Ab inh: inhibitors of pemphigus antibody binding to DSG3, primary screen, biochemical, bead-based, flow cytometry, scFv-GFP. binding (percent of control), % at 10 µM. actives 0.48% (n = 310,000). DSG3-coupled beads, scFv-anti-DSG3-GFP binding; hits give low values. Desmoglein-3 (Homo sapiens), P32926;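 active = binding more than 3 SD below its plate's average and above zero; inconclusive = below that plate limit but binding exactly zero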;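 also: hits lower antibody fragment binding to DSG3; some compounds called inactive have numbers as strong as hits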
Arrestin-AP2 inh: inhibitors of beta-arrestin/AP2 binding, primary screen, biochemical, GPCR trafficking, flow cytometry; beta-arrestin 1 C-terminal peptide binding to AP2 beta2-adaptin appendage (human); FITC-arrestin peptide / GST-AP2 beads; AP2 beta2 appendage carries R879A mutation; inhibition, % at 10 µM; actives 0.31% (n = 340,000); AID 504490, 2011;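 active = inhibition above a set limit, near 3 SD of compounds lacking own fluorescence, cut at about 54% in these data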;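 also: plate controls were DMSO wells for no effect and 5 µM unlabelled arrestin peptide for full effect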
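Test system: GST-tagged AP2 beta2-adaptin appendage (R879A) on 4 µm glutathione beads; also added: fluorescein-tagged arrestin peptide at 50 nM final; timing: 12 min plus 1 h, RT; signal: flow cytometry, FL1 (488/535 nm); read-out: percent drop in bead-associated FITC signal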
NSD2 inh: NSD2 histone methyltransferase inhibitors, primary screen, biochemical, AlphaScreen, single concentration, set 2 | NSD2 peptide methylation, 120 min | inhibition, % at 12.5 µM | actives 0.54% (n = 310,000); in the data active = inhibition above about 50%
dFosB act: activators of delta FosB homodimer, primary screen, biochemical, fluorescence polarization, TAMRA-CDK5 oligo, single point. purified delta FosB; percent of positive-control signal above neutral wells. Protein FosB (Mus musculus), P13346. AID 493131, 2011. activation, % at 25 µM. actives 0.99% (n = 340,000);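 active = mean activation above about 17%, with every replicate also reaching it, limit read from the data, passing the limit was not always enough; inconclusive = only one of the two conditions met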;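 also: fluorescence polarization rise as delta FosB binds a TAMRA Cdk5 AP-1 oligo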
Target sequence (P13346 whole entry, looked up): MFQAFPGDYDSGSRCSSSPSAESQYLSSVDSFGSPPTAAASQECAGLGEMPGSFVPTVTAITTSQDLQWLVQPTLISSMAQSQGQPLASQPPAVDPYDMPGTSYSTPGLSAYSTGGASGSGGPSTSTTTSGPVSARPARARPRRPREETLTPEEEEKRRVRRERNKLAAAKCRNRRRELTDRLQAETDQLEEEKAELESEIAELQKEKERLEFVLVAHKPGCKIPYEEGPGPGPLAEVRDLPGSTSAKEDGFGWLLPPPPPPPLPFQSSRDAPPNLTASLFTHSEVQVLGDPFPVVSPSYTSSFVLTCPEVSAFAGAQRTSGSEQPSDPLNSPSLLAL
PKA-R1A activ: activators of PKA-R1A holoenzyme, primary screen, biochemical, fluorescence polarization, Cy5-IP20, bovine R1A, mouse PKAc; cAMP-dependent protein kinase type I-alpha regulatory subunit (Bos taurus) + …; AID 504707, 2011; PKA-R1A dissociation; scaled: DMSO 0%, 113 µM cGMP 100%; actives 0.083% (n = 340,000); activation, % at 11.4 µM;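 active = percent activation above the mean of all tested compounds plus 3 SD, cut at about 19% in these data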;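 also: higher means more PKAc released from R1A so a rise in polarization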
SR-BI uptake up: activators of SR-BI mediated DiI-HDL uptake, primary screen, ldlA[mSR-BI] CHO cells, DiI fluorescence; 3 h; 100 = double the neutral-control signal; activation, % at 12.5 µM; actives 0.096% (n = 320,000);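 active = mean replicate activation of at least 60% and every replicate at or above 60%; inconclusive = mean or all-replicate condition met, but not both; inactive = mean below 60% and not all replicates reaching 60%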;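 also: 0% = median plate neutral-control signal and 100% = twice that signal; values of inactives mirror those of a sister screen read the other way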
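Material: SR-BI-overexpressing, LDLR-lacking CHO cells; schedule: compound exposure 3 h, 37 °C; reagent: DiI-labelled HDL at 10 µg/mL final; technique: bottom-read fluorescence, 550/595 nm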
An asterisk follows results filed as active; ? = inconclusive; nt = no result given.

PKA-R2B activ	Mot1-301 SUMO	MITF TRPM1 HTS	SR-BI DiI inh	CDK5 p35 inh	Pemphigus Ab inh	Arrestin-AP2 inh	Molecule	NSD2 inh	dFosB act	PKA-R1A activ	SR-BI uptake up
-3	59	8	25	0.9	113	41	COc1ccc(N2CCN(C(=O)Cc3ccc(S(=O)(=O)N4CCOCC4)s3)CC2)cc1	36	-3	17	-25
4	-8	-21	33	-4.1	105	4	C=CCN(CC=C)c1nc2ccccc2nc1C(C#N)C(=O)OC(C)C (configuration not stated)	-2	-4	-4	-33
0	-6	6	-14	-4.5	nt	-10	CCN(CCCNC(=O)Cn1ncc2c([nH]c3ccc(C)cc32)c1=O)Cc1ccccc1	1	-2	-8	14
-4	126	-3	44	-0.9	104	-1	CCCCN=C(NNc1ccc(Br)cc1)C(=O)OCC	2	-6	-3	-44
-5	nt	65	-5	2.1	93	20	Nc1ccc2c(c1)Cc1c(F)cccc1-2	-2	-6	-4	5
4	5	4	-13	-0.9	87	15	OCCC1CN(Cc2ccccc2OC2CCCC2)CCN1Cc1ccsc1 (configuration not stated)	1	-5	7	13
3	164	8	10	-1.6	101	-1	O=C(c1ccc(N2CCCC2=O)cc1)N1CCN(c2ccccc2)CC1	14	2	-13	-10
-9	4	9	-6	0.8	99	-14	Cc1cccc(OCc2n[nH]c(=S)o2)c1	-7	3	-7	6
-6	204	70	-6	-1.5	97	5	Fc1ccc(CSc2nnc(-c3cccs3)o2)cc1	-6	-6	-5	6
-3	-1	nt	-76	0.6	99	0	Cc1ccc(OCC(=O)Nc2ccc(C(N)=O)cc2)cc1	-3	3	-6	?
5	4	0	-19	0.0	93	-2	CCCNC(=O)CN1C(=O)COc2ccc(S(=O)(=O)N3CC(C)CC(C)C3)cc21 (configuration not stated)	-3	-7	6	19
2	nt	7	3	-0.2	100	3	O=C(CN1C(=O)C2CCCCC2C1=O)NC1CCCc2ccccc21 (configuration not stated)	9	-6	-2	-3
1	10	-18	10	0.7	85	23	CC(=O)N1CCN(S(=O)(=O)c2cccc(C(=O)Nc3ccccc3N3CCCC3)c2)CC1	22	-5	-16	-10
-3	-1	6	-4	-2.4	103	3	COC(=O)Cn1ncc(N2C3CC(CC(C)(C)C3)C2C)c(Cl)c1=O (configuration not stated)	-2	-2	-3	4
-6	-9	-3	15	1.0	102	14	COc1ccc(C)cc1NC(=O)c1ccccc1N(C)S(=O)(=O)c1ccccc1	3	-10	-7	-15
-1	-4	nt	-3	-1.6	118	18	CCCN(CCC)S(=O)(=O)c1ccc(C(=O)Nc2ccc(S(=O)(=O)Nc3nnc(CC)s3)cc2)cc1	3	-22	-2	3
-6	nt	61	-1	-0.9	98	-4	CCCn1cnc2c(SCc3ccccc3F)nc(N)nc21	-1	-6	2	1
5	-2	8	6	-0.5	98	1	CCOc1[nH]n(-c2ccc(Cl)cc2)c(=O)c1C=Nc1ccc(OC)cc1	0	-1	2	-6
7	9	-10	-2	1.3	105	-1	Cc1ccnc2nc(C(=O)OCC(=O)Nc3ccccc3C(C)(C)C)nn12	-3	2	1	2
-4	7	nt	-16	-0.8	97	-4	CCCCn1c(=O)[nH]c(=O)c2c1nc(COC(=O)c1c(C)noc1C)n2CCC	20	1	4	16
-19	438*	7	-3	-1.4	97	4	Cc1cc(C)n(C(=O)c2ccccc2[N+](=O)[O-])n1	-3	2	-4	3
-6	-14	20	-28	0.5	100	9	Cc1ccc2c(c1)C(c1ccncc1)=NNC(c1ccccc1)=N2	-2	3	3	28
-2	16	3	14	0.0	100	-15	Cn1c(SCC(=O)N/N=C/C=C/c2ccccc2[N+](=O)[O-])nc2ccccc21	0	5	-12	-14
-1	-5	3	0	0.5	102	-15	NNC(=S)NC1CCCCC1	-4	-3	-4	0
-6	-19	-11	-11	1.2	93	2	CC(C)CNC(=O)c1cccc(NC(=O)COc2ccc([N+](=O)[O-])cc2)c1	-1	14	2	11

PKA-R2B activ	Mot1-301 SUMO	MITF TRPM1 HTS	SR-BI DiI inh	CDK5 p35 inh	Pemphigus Ab inh	Arrestin-AP2 inh	Molecule	NSD2 inh	dFosB act	PKA-R1A activ	SR-BI uptake up
-6	-7	-2	nt	0.4	nt	-8	COc1cccc(NC(=O)Cc2nnc(SCC(=O)NC3=NCCS3)n2C)c1	0	-1	-8	nt
-4	-5	-17	2	0.4	97	0	CCC(=O)Nc1nonc1-c1nc2ccccc2n1N(C(=O)CC)C(=O)CC	-1	-6	-1	-2
-14	-3	-7	-10	-2.1	108	24	CCC(C)(C)NC(=O)C(c1ccc(OC)cc1)N(Cc1cccs1)C(=O)CCC(=O)Nc1cc(C)on1 (configuration not stated)	0	-1	-8	10
4	-9	31	-27	2.6	107	-2	COc1cccc2oc3cc(C#CC4(O)CCCCC4)ccc3c(=O)c12	nt	-51	1	27
-11	1	2	29	0.2	132	23	Cc1cc(C)c(C#N)c(SCc2cn3ccccc3n2)n1	-1	-11	-5	-29
-5	6	10	2	0.3	89	36	CCOC(=O)c1cc2c(=O)n3ccccc3nc2n(CC2CCCO2)c1=NC(=O)/C=C/c1ccccc1 (configuration not stated)	-4	-13	-2	-2
-2	-20	9	2	-0.6	103	-9	O=C(NCCN1CCCC1)C1(S(=O)(=O)c2ccc(Cl)cc2)CC1	11	-2	9	-2
7	-9	8	9	-0.9	96	26	O=C(c1ccc(F)cc1)N1CCN(Cc2ccccc2Br)CC1	1	0	3	-9
3	1	nt	nt	-4.0	108	12	COc1ccccc1C(C(=O)NC1CCCCC1)N(C(=O)c1csnn1)C1CC1 (configuration not stated)	nt	-15	-6	nt
8	-12	nt	-17	0.8	125	17	CCC(C(=O)O)n1cnc2scc(-c3ccc(C)c(C)c3)c2c1=O (configuration not stated)	-2	-2	1	17
-2	-3	8	-10	0.4	104	-13	COC(=O)c1ccc2c(c1)NC(=O)C(N1CCCC1)S2 (configuration not stated)	1	-1	-8	10
-5	-9	-8	-25	0.0	100	10	O=C(CN1C(=O)NC2(CCCCC2)C1=O)NNC(=O)C1CC1	-1	-2	1	25
-11	-3	3	-10	2.3	119	-8	O=C(O)c1cccc(NS(=O)(=O)c2ccc3c(c2)OCCCO3)c1	-1	-8	-9	10
-5	438	53	60	0.8	96	-21	Cc1nn(-c2ccccc2)c(Cl)c1/C=N/Nc1nc2ccccc2n1C	2	-3	6	-60
0	10	7	-25	0.4	108	5	Nc1nnc(SCc2nnc(-c3ccccc3)o2)s1	5	-3	2	25
1	89	3	-2	0.4	116	5	COc1cccc(NC(=O)CN(C)CC(=O)Nc2ccc(Cl)cc2[N+](=O)[O-])c1	10	-19	-7	2
5	-8	-6	16	0.9	109	11	O=C(CN1CCN(c2ccccc2F)CC1)c1c[nH]c2ccccc12	-2	6	-10	-16
-3	-3	14	-3	-0.3	110	-9	CC(C)c1ccc(NC2CCCN(C(=O)CCc3cn[nH]c3)C2)cc1 (configuration not stated)	1	-6	-8	3
-5	-9	3	-1	2.3	101	18	Cc1ccc(C(=O)Nc2ccccc2Sc2ccccc2)cc1	35	2	-7	1
-1	-5	-10	7	-2.1	114	-6	N/C(Cc1ccc([N+](=O)[O-])cc1)=N\OC(=O)c1ccc(Br)cc1	0	1	-6	-7
5	-15	16	0	-1.0	103	-4	Cc1nc2c(Br)c(C)nn2c2c1CCC2	-2	2	-4	0
-10	11	-13	11	0.4	97	36	Cc1ccc2[nH]c(C(=O)N/N=C/c3ccc([N+](=O)[O-])cc3)c(C)c2c1	-1	7	-7	-11
0	nt	15	-1	-2.3	nt	0	CC(C)n1nnnc1C(c1ccc(F)cc1)N1CCN(C2CCCC2)CC1 (configuration not stated)	-1	2	-1	1
1	nt	3	-6	-2.0	109	6	CCOc1ccc(/C(O)=C2\C(=O)C(=O)N(c3cc(C)on3)C2c2ccccc2OC)cc1 (configuration not stated)	4	-4	-1	6
-5	249	9	-14	1.5	85	0	CS(=O)(=O)c1ccccc1C(=O)Nc1nc2ccccc2[nH]1	-5	-1	-6	14

The order is random; any-hit rate near 4.7%.
